ATXN viability – cell viability loss in ATXN counter-screen; S2 cells (HEK-293 line with an ATXN2-luciferase reporter) viability, CellTiter-Fluor protease fluorescence, 24 h; Potency, µM (doses to about 56.7 µM), hits mostly cytotoxic; 400,000 compounds, 0.49% hits; note: potency is the fitted concentration of half-maximal effect; nearly all actives have a fitted effect of over 40% in size
A549 viability – counter-screen for Nrf2 inhibitors: cytotoxicity in A549 cells | A549 ARE-Fluc cells, CellTiter-Fluor viability, 18-24 h | Potency, µM (highest dose often 46 µM), inactives show top-dose activity change, negative = cytotoxicity, usual class: inhibitors | 390,000 compounds, 0.16% hits | AID 504648; note: potency is the fitted concentration of half-maximal effect; % is set by controls: 0 for no effect and ±100 for the full control effect
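Cytotoxicity counterscreen: CellTiter-Fluor fluorescence was measured in A549 ARE_Fluc cells after 18-24 h of compound exposure in a concentration series. The subsequent BugLite luminescent read reports ARE-luciferase activity.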
Nrf2 block – Nrf2 pathway inhibition. A549 ARE-Fluc reporter, luciferase luminescence, 18-24 h. Potency, µM (doses to about 46 µM), for inactives: at the highest dose activity change, negative = inhibition, hits mostly inhibitors. 360,000 compounds, 2.1% hits. AID 504444; note: potency is the fitted concentration of half-maximal effect; % is set by controls: 0 for no effect and ±100 for the full control effect; nearly all actives have a fitted effect of over 60% in size
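Quantitative HTS in A549 cells stably bearing an antioxidant response element-firefly luciferase construct. Inhibition of Nrf2-driven transcription was scored by luminescence after 18-24 h of compound exposure at 37 °C.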
Nrf2 ARE act – activators of Nrf2 (ARE) signaling | AREc32 ARE-luciferase reporter (MCF7-derived line), luminescence, 24 h | Potency, µM (top dose mostly 46.1 µM), inactives show top-dose activation, most hits filed as activators | AID 624171 | 410,000 compounds, 0.31% hits; note: potency is the fitted concentration of half-maximal effect; % of control where 0% means no effect; nearly all actives have a fitted effect of over 65% in size
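Quantitative high-throughput format: AREc32 reporter cells, 1000 per well, received compound by pin transfer and were incubated 24 hr at 37 deg C, 5% CO2, before Steady-Glo luminescence detection.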
TGFb inhibitor – TGF-b pathway inhibition. 410,000 compounds, 1.2% hits. Potency, µM (top dose mostly 46.1 µM), without a hit: top-dose activity, negative = inhibition, usual class: inhibitors. AID 588855. HepG2 CAGA-GFP TGF-b/SMAD3 reporter, GFP fluorescence, 18 h; TGF-beta stimulated, 500 pg/mL final; note: potency is the fitted concentration of half-maximal effect; % is set by controls: 0 for no effect and ±100 for the full control effect; nearly all actives have a fitted effect of over 65% in size
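Per well, imaged GFP fluorescence of HEPG2 CAGA-GFP cells gives the signal; cells get compound, then TGF-beta (500 pg/mL final), 18 h at 37 degrees C; %Activity versus -TGF-beta and +DMSO controls.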
ATXN2 expr inh – ATXN2 expression inhibition; Potency, µM (top dose mostly 57 µM), for the others: top-dose activity change, negative = inhibition, actives largely listed as inhibitors; HEK-293 ATXN2-luciferase reporter, luminescence, 24 h; 360,000 compounds, 0.72% hits; AID 1745845; note: potency is the fitted concentration of half-maximal effect; % is set by controls: 0 for no effect and ±100 for the full control effect; nearly all actives have a fitted effect of over 55% in size
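ATXN2-luciferase reporter cells (luciferase flanked by upstream and downstream ATXN2 gene portions) were treated 24 h at 37 °C with compounds at up to 57 uM. SteadyGlo luminescence gave expression; GF-AFC fluorescence gave viability.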
IL2 activator – activates IL-2 in a cell-based reporter assay. 360,000 compounds, 0.065% hits. IL-2 activation reporter assay, cell-based qHTS; stimulated with anti-CD3/CD4/CD28 beads; in transgenic mouse T cells. activation, % (series mostly up to about 46 µM). AID 652025; in the data active = activation above about 50%; inconclusive = mostly about 30% to 49%; note: 0% is about no effect
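Unstimulated transgenic mouse T cells; 60-min compound exposure; bead-based TCR/CD4/CD28 stimulation; 18 h culture, 37 degrees C; dual fluorescence (EGFP, DsRed) plate cytometry.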
EPAC2 ag – activates human EPAC2 exchange factor. 360,000 compounds, 0.079% hits. EPAC2 activation, biochemical qHTS; response scale: 100% = 6.5 mM cAMP response. Q8WZA2. AID 720711. Potency, µM (series often up to 154 µM), inactives show top-dose activation, usual class: activators; note: potency is the fitted concentration of half-maximal effect; nearly all actives have a fitted effect of over 50% in size
Target sequence (Q8WZA2 whole entry, looked up): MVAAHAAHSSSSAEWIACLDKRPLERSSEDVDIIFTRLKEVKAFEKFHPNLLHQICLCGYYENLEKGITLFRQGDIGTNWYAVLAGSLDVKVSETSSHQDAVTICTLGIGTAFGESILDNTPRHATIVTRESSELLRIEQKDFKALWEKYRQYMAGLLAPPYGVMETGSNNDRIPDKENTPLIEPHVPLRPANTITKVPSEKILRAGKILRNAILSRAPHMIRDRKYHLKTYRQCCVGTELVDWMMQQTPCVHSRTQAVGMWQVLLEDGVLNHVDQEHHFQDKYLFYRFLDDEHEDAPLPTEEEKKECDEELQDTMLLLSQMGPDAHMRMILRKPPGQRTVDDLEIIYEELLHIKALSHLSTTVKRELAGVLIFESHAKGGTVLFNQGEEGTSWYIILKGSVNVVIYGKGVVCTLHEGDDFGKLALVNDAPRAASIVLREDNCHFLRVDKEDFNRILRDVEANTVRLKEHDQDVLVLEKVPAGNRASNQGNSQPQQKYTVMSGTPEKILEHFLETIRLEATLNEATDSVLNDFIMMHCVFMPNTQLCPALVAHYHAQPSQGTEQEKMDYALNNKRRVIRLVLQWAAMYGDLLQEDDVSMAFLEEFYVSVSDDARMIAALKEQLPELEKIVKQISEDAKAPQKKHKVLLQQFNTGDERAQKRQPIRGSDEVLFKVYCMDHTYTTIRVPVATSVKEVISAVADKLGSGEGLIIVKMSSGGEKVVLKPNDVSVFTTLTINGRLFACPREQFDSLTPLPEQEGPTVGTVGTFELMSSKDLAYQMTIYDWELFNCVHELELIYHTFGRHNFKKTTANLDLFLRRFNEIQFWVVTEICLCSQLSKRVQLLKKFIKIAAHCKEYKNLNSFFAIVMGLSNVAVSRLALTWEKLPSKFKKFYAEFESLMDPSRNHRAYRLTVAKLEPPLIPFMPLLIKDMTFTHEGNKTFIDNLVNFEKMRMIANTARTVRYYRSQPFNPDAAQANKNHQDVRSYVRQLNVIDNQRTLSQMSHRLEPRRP
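Exchange assay: 100 nM EPAC2 with 250 nM Rap1B-BODIPY-GDP and 50 uM GDP. Fluorescence (ex 480/em 540 nm) read every 5 min for 30 min at room temperature. Data normalized to 6.5 mM cAMP as agonist control.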
HepG2 tox – counter-screen for TGF-b inhibitors: cytotoxicity in HepG2 cells; HepG2 CAGA-GFP viability, ATP luminescence, 18 h; Potency, µM (top dose mostly 46.1 µM), without a hit: at the top dose activity change, negative = cytotoxicity, usual class: cytotoxic; 410,000 compounds, 0.76% hits; AID 588856; note: potency is the fitted concentration of half-maximal effect; some results filed as inactive show a strong effect at the top dose
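CellTiter-Glo luminescence gave cytotoxicity after 18 hours at 37 degrees C. The cells were HepG2 CAGA-GFP in 1% FBS DMEM, stimulated with 500 pg/mL TGF-beta after compound addition. %Activity was normalised to no-cell wells (complete cell-killing) and DMSO (no toxicity), and curves were fitted and classified.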
Active calls of the source: *; i = inactive; ? = inconclusive; . = not tested or not shown; & = joins results of further samples; [ ] = another dose, or the depositor's remark. Unless noted, calls come from the whole dose curve; as a rule, active = well fitted curve in the direction sought with a large enough effect; inconclusive = small, poorly fitted or top-dose-only effect, or another doubt; inactive = no such curve, though single readings can be large; an effect the other way counts as inactive or inconclusive.

cpd | structure | ATXN viability | A549 viability | Nrf2 block | Nrf2 ARE act | TGFb inhibitor | ATXN2 expr inh | IL2 activator | EPAC2 ag | HepG2 tox
1 | Cc1ccccc1OCCNC(=O)c1ccccc1Sc1ccccc1C#N | i | -2% | . | 0.0% | 10µM* | 0% | -1.7 | 8% | -26%
2 | O=C(NC1CCCCC1)C(c1ccccc1)N(Cc1ccco1)C(=O)c1csnn1 (stereo not given) | i | -18% | 4% | -0.1% | 8% | -1% | 0.4 | 12% | 7%
3 | Nc1[nH]c(C(=O)c2ccccc2)c(-c2ccccc2C(F)(F)F)c1C(=O)NCCc1cccs1 | i | . | . | 0.4% | . | 11% | 1.2 | -2% | .
4 | Cc1c(Cl)cccc1N1CC(c2nc3ccccc3n2Cc2ccccc2F)CC1=O (stereo not given) | 32µM* | -13% | ? | -0.4% | ? | 0% | . | . | -31%
5 | Cc1ccccc1S(=O)(=O)NC1OC(=O)C(Oc2ccccc2)=C1Br (stereo not given) | i | 0% | -1% | -0.1% | -26% | 0% | -0.5 | 24% | 6%
6 | O=C1NC(=Nc2ccccc2Cl)S/C1=C\c1ccc(C(=O)O)cc1 | i | 1% | -7% | 0.0% | -12% | . | 1.6 | 7% | -1%
7 | CN(C)/C=C/C(=O)c1ccc(Br)s1 | i | -14% | 3% | 9.7% | 3% | -6% | -2.9 | 4% | -3%
8 | Cc1cccc(C)c1NC(=O)c1cc(S(=O)(=O)N2CCOCC2)ccc1F | i | 7% | -8% | -0.3% | -1% | 5% | -0.3 | 10% | -1%
9 | O=C(c1ccoc1)N1CCCC(N2CCN(c3cccc(Cl)c3)CC2)C1 (stereo not given) | i | -1% | 7% | 0.0% | 0% | 10% | -1.5 | -9% | -24%
10 | CCn1c(SCC(=O)Nc2ccc(C)cc2)nnc1-c1ccc(O)cc1 | i | -5% | ? | 0.4% | 25% | -11% | -1.5 | 9% | 2%
11 | O=C(NNC(=O)c1ccccc1[N+](=O)[O-])Nc1ccccc1C(F)(F)F | i | 13% | 3% | -0.1% | -9% | . | 0.7 | 3% | 1%
12 | CC(=O)[C@@]1(O)CC[C@H]2[C@@H]3CCC4=CC(=O)CC[C@]4(C)[C@H]3CC[C@@]21C | i | 0% | -14% | -1.3% | 0% | -4%&-5% | -0.2 | 3% | -8%
13 | COC(=O)c1ccc(NC(=O)CCn2c(=O)oc3ccccc32)cc1 | ? | -4% | 5% | 3.4% | 0% | 15% | 1.3 | -2% | 3%
14 | CCN(C(=O)COC(=O)c1[nH]c(C)c(C(C)=O)c1C)C1CCS(=O)(=O)C1 (stereo not given) | i | 4% | 15% | -0.4% | -18% | 2% | -0.5 | -3% | 4%
15 | CCCCNc1nc2sc3c(c2c(=O)n1-c1cccc(Cl)c1)CCN(C)C3 | i | -9% | ? | 0.3% | -15% | -21% | 0.2 | 16% | -13%
16 | COc1ccc(OCCN2CCN(C3CC(=O)N(CCC(C)C)C3=O)CC2)cc1 (stereo not given) | ? | 3% | ? | 0.2% | -23% | -13% | -2.4 | 1% | -12%
17 | COc1ccc(CN(CC(=O)NCC2CCCO2)C(=O)CCC(=O)Nc2nccs2)cc1 (stereo not given) | i | 0% | -12% | -0.5% | -14% | -11% | -5.6 | 5% | 10%
18 | Cc1ccc(C)c(CN2C(=O)c3ccccc3S(=O)(=O)c3ccc(C(=O)N4CCN(c5ccccc5F)CC4)cc32)c1 | . | ? | 14% | 0.5% | . | . | . | . | -4%
19 | COc1cc(NC(=O)CNS(=O)(=O)c2cccs2)cc(OC)c1OC | i | -2% | . | -1.4% | 2% | 7% | . | . | -17%
20 | Cc1c(C#N)c2ncnc(-c3ccccc3)c2n1-c1ccccc1 | i | . | ? | 0.1% | 3% | 0% | -2.7 | 7% | -18%
21 | Cc1cc(C)n2c(SCC(=O)N(C)C3CCCCC3)nnc2n1 | i | 0% | 1% | 3.4% | 2% | . | 0.5 | -1% | 19%
22 | CN=C1SC(CC(=O)Nc2ccc(F)cc2F)C(=O)N1/N=C(\C)c1cccc(OCC(=O)O)c1 (stereo not given) | i | 0% | 1% | 0.1% | -26% | -10% | 1.4 | 5% | -7%
23 | Cc1cc(NC(=O)C(C)C)cc(-c2nc3ncccc3o2)c1O | i | -2% | 20% | -1.4% | ? | 6% | . | . | 3%
24 | S=c1nc2ccccc2c2nc(-c3cccnc3)[nH]n12 | i | 12% | -12% | 0.3% | -15% | 3% | -1.5 | 1% | -20%
25 | COc1cc(C(O)c2nc(-c3ccc(F)c(Cl)c3)cs2)ccc1F (stereo not given) | i | . | . | 1.0% | -23% | 0% | -0.2 | 5% | -43%
26 | CC1C(=O)N(Cc2cn(Cc3ccco3)nn2)CCS(=O)(=O)N1Cc1ccc(-c2ccccc2C(F)(F)F)cc1 (stereo not given) | ? | . | . | 3.2% | ? | ? | 0.3 | 6% | -7%
27 | CCN(CCNS(=O)(=O)c1ccc2[nH]c(=O)sc2c1)c1ccccc1 | i | 3% | ? | -0.8% | ? | -1% | 0.4 | 2% | -24%
28 | COC(=O)c1sccc1S(=O)(=O)NCc1ccc(S(N)(=O)=O)cc1 | i | -4% | -3% | -0.2% | 0% | 1% | 1.0 | 7% | -8%
29 | Cc1ccc(C)c(NC(=O)Cn2c(=O)n(CCCS(=O)(=O)C3CCCCC3)c(=O)c3ccccc32)c1 | i | 8% | 4% | 0.1% | ? | 2% | . | . | -17%
30 | CC(=O)c1ccc(NC(=O)CN2c3cccc4cccc(c34)S2(=O)=O)cc1 | i | -7% | -15% | 4.5% | -5% | -4% | 0.5 | 13% | -10%

Sorted by the number under IL2 activator (falling): some entries from above.
No. | canonical_smiles | IL2 activator
22 | CN=C1SC(CC(=O)Nc2ccc(F)cc2F)C(=O)N1/N=C(\C)c1cccc(OCC(=O)O)c1 (stereo not given) | 1.4
15 | CCCCNc1nc2sc3c(c2c(=O)n1-c1cccc(Cl)c1)CCN(C)C3 | 0.2
24 | S=c1nc2ccccc2c2nc(-c3cccnc3)[nH]n12 | -1.5

An excerpt from above in order of molar mass, largest number first:
cpd | structure | ATXN viability | A549 viability | Nrf2 block | Nrf2 ARE act | TGFb inhibitor | ATXN2 expr inh | IL2 activator | EPAC2 ag | HepG2 tox
29 | Cc1ccc(C)c(NC(=O)Cn2c(=O)n(CCCS(=O)(=O)C3CCCCC3)c(=O)c3ccccc32)c1 | i | 8% | 4% | 0.1% | ? | 2% | . | . | -17%
3 | Nc1[nH]c(C(=O)c2ccccc2)c(-c2ccccc2C(F)(F)F)c1C(=O)NCCc1cccs1 | i | . | . | 0.4% | . | 11% | 1.2 | -2% | .
12 | CC(=O)[C@@]1(O)CC[C@H]2[C@@H]3CCC4=CC(=O)CC[C@]4(C)[C@H]3CC[C@@]21C | i | 0% | -14% | -1.3% | 0% | -4%&-5% | -0.2 | 3% | -8%

(further entries)
cpd | structure | ATXN viability | A549 viability | Nrf2 block | Nrf2 ARE act | TGFb inhibitor | ATXN2 expr inh | IL2 activator | EPAC2 ag | HepG2 tox
31 | O=C(CSc1nc2ccccc2o1)NCCOc1ccccc1 | i | -4% | 7% | -0.3% | -10% | -4% | -2.1 | -9% | 6%
32 | O=C(O)CSc1nc(-c2cccs2)cc(C(F)(F)F)n1 | i | -6% | ? | 0.3% | 11% | -9%[11.3 µM] | 0.7 | 7% | 6%
33 | COCCNc1c(-c2cc3ccc(C)c(C)c3[nH]c2=O)nc2ccccn12 | i | ? | 2% | 2.3% | 0% | 46% | -5.9 | 0% | 0%
34 | CN(C)CCNc1ncnc2c1ncn2[C@H]1CN(Cc2ccc(Cl)cc2)C[C@@H](CO)O1 | i | . | . | 0.0% | 27% | 6% | 1.1 | 12% | -27%
35 | O=C(c1ccco1)N(Cc1ccc(Cl)cc1)Cc1ccco1 | i | 0% | -14% | -0.9% | 12% | . | -0.3 | 5% | 3%
36 | CCN1/C(=C2/SC(=S)N(NC(C)=O)C2=O)Sc2ccc(OC)cc21 | i | ? | -24% | -0.9% | 45%[activator] | . | 0.8 | -81%[inhibitor] | -2%
37 | CCN(/C=N/c1sc2c(c1C#N)CC(C)(C)NC2(C)C)CC | i | 4% | ? | -0.1% | ? | 14% | -0.1 | 2% | -17%
38 | COc1ccc(Cl)c(-c2cc(C(=O)Nc3ccc(F)cc3)[nH]n2)c1 | i | . | . | 11% | -9% | 6% | 1.0 | 13% | -44%
39 | O=C(O)c1ccc(S(=O)(=O)N2CCCc3ccccc32)cc1 | i | 1% | 0% | 0.4% | 13% | 7% | -1.2 | 5% | 5%
40 | Cc1ccccc1OCC(=O)NCCN1CCCC1 | i | 6% | 2% | 0.1% | -7% | -6% | -2.0 | 1% | 2%
41 | COc1ccccc1N1CCN(C(=O)C2CCN(S(=O)(=O)c3cccc4nonc34)CC2)CC1 | i | 3% | . | 5.3% | -2% | -7% | . | . | -20%

An unsorted share of the library; 4.3% or so of the library scored in one or more.
